# HEK293 viab – cell viability loss counter-screen | AID 1671193 | 0.12% of 150,000 active | HEK-293-SNCA-luc viability, GF-AFC fluorescence, 24 h | Potency, µM (doses to about 57.1 µM), inactives show at the top dose activity change, negative = cytotoxicity, actives largely listed as cytotoxic;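 further: potency means the concentration at half of the fitted maximal effect; 0% = DMSO-treated cells and -100% = medium-only wells without cells; nearly all actives have a fitted effect of over 30% in size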
#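 Cytotoxicity counterscreen: after 24 h compound treatment of genome-edited SNCA-luciferase HEK-293 cells, live-cell protease substrate GF-AFC read by fluorescence after 30 min; activity scaled between DMSO (0%) and medium-only (-100%), curves Hill-fitted.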
# HEK cytotox – cytotoxic compounds in HEK 293 cells. AID 1345083. 6.6% of 94,000 active. Potency, µM (series often up to 115 µM), for the others: top-dose activity change, negative = cytotoxicity, actives largely listed as inhibitors. HEK 293 viability, ATP luminescence (CellTiter-Glo), 48-72 h; further: potency means the concentration at half of the fitted maximal effect; nearly all actives have a fitted effect of over 60% in size
#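 CellTiter-Glo luminescence (cellular ATP) was read after 48 or 72 hr of compound exposure at 37 degree Celsius. Cells were HEK 293 plated at 250 cells/well.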
# SNCA expr inh – inhibitors of alpha-synuclein (SNCA) gene expression | Potency, µM (doses to about 57.2 µM), inactives show top-dose activity change, negative = inhibition, hits mostly inhibitors | HEK-293 SNCA-luciferase knock-in, luminescence, 24 h | 0.17% of 140,000 active;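 further: potency means the concentration at half of the fitted maximal effect; plate controls were DMSO cells for no effect and cell-free wells for full effect; nearly all actives have a fitted effect of over 45% in size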
# IP6K1 inh – blocks human inositol hexakisphosphate kinase 1; IP6K1 kinase, ADP-Glo luminescence, 2 h; stronger effect = lower value; Q92551; AID 1645851; activity change, % (series mostly up to about 58 µM); 0.81% of 140,000 active; in the data active means activity change below about -25%
# Target sequence (Q92551 whole entry, looked up): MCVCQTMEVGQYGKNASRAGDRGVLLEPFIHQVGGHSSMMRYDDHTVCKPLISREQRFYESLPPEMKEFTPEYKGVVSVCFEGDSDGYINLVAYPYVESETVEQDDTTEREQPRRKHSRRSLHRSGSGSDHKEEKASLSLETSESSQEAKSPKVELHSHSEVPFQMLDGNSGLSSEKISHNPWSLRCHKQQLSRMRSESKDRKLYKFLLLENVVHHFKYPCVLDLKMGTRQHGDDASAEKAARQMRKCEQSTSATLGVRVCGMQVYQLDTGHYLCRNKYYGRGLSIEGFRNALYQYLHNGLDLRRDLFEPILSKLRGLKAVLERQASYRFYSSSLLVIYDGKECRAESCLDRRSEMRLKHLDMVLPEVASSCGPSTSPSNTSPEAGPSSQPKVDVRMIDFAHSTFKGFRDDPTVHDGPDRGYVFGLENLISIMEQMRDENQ
#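 ADP-Glo luminescence measures ADP made by human IP6K1 during a 2 h RT reaction with ATP/IP6 (mix at 1.3 mM/130 uM); top library doses 57.5 and 19.1 uM final.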
# GPT2 inhibitor – GPT2 alanine aminotransferase inhibition; Q8TD30; Recombinant GPT2, coupled pyruvate oxidase/HRP Amplex Red fluorescence; Potency, µM (highest dose often 57.7 µM), for the others: at the highest dose activity change, negative = inhibition, usual class: inhibitors; 0.25% of 100,000 active; further: potency means the concentration at half of the fitted maximal effect; nearly all actives have a fitted effect of over 60% in size; many of its hits are not listed in these tables
#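 Inhibition is scored from Amplex Red fluorescence generated when pyruvate oxidase and HRP act on pyruvate released by GPT2. Reactions contain 10ng/uL enzyme, 250uM a-KG and 2mM L-alanine and run 30 min at room temperature.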
# 3T3 cytotox – cytotoxic compounds in NIH 3T3 cells. NIH 3T3 viability, CellTiter-Glo ATP luminescence, 48-72 h. Potency, µM (doses to about 96.7 µM), for the others: top-dose activity change, negative = cytotoxicity, hits mostly inhibitors. 4.3% of 94,000 active. AID 1345082; further: potency means the concentration at half of the fitted maximal effect; nearly all actives have a fitted effect of over 55% in size
#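 First NIH 3T3 cells are plated at 400 cells/well; next compound is pinned in; then plates incubate 48 or 72 hr at 37 °C; finally CellTiter-Glo is added and luminescence read after 10 min.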
# Luciferase inh – Photinus pyralis luciferase inhibition. purified P. pyralis luciferase, luminescence, biochemical. Potency, µM (series often up to 115 µM), inactives show at the top dose activity change, negative = inhibition, usual class: inhibitors. 2.5% of 76,000 active. AID 1347043. P08659; further: potency means the concentration at half of the fitted maximal effect; nearly all actives have a fitted effect of over 65% in size
# Target sequence (P08659 whole entry, looked up): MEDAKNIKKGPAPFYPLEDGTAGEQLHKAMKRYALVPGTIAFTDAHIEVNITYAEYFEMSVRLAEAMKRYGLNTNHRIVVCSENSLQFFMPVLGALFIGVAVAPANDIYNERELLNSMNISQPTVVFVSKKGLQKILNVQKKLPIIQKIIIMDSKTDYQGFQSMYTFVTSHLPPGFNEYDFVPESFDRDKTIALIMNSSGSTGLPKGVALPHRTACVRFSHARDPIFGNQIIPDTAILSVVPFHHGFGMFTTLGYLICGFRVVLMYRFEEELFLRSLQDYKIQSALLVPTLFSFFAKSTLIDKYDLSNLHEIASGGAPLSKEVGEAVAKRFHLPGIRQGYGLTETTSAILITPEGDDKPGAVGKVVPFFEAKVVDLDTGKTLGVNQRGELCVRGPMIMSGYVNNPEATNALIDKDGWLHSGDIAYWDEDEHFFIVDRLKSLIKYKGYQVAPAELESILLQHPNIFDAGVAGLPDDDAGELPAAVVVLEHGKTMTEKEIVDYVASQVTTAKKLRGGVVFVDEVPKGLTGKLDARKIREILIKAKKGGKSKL
#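 Inhibitors were tested against purified firefly luciferase in a biochemical, low-substrate format (both substrates at 10uM) and luminescence measured with a CCD imager.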
# * hit, by the source's call; i = inactive; ? = inconclusive; nt = no result given; [ ] = remark or other dose. Unless noted, the call rests on the fitted dose curve; in most records, active means well fitted curve in the direction sought with a large enough effect; inconclusive means small, poorly fitted or top-dose-only effect, or another doubt; inactive means no such curve, though single readings can be large; an effect the other way counts as inactive or inconclusive. Unless noted, on the % scale 0 is the no-effect control and ±100 the full control effect. This is a subset. The share of hits here may be higher or lower than overall.
SMILES,HEK293 viab,HEK cytotox,SNCA expr inh,IP6K1 inh,GPT2 inhibitor,3T3 cytotox,Luciferase inh
Cc1ccc(-n2ncc3c(Nc4ccccc4C)ncnc32)cc1,-13%,nt,110%[activator],1,nt,nt,nt
COc1ccc(NC(=O)C(=O)NCCc2sc(-c3ccc(Cl)cc3)nc2C)cc1,2%,nt,88%[activator],14,nt,nt,nt
Cc1ccsc1C(=O)N1CCN(c2cc(-c3ccccc3)[nH]n2)CC1,2%,?,26%,-16,i,?,-4%
Cn1c(=O)[nH]c2cc(-c3noc(-c4ccc(Br)cc4)n3)ccc21,11%,nt,34%,-14,nt,nt,nt
O=C(Nc1ccccc1)N(Cc1cccc(Cl)c1)c1ccccn1,1%,nt,-7%,-9,nt,nt,nt
O=C(CCC[C@@H]1[C@H]2CCCN3CCC[C@@H](CN1S(=O)(=O)c1cccc(F)c1)[C@@H]23)N1CCOCC1,6%,-6%,-1%,-8,i,i,-10%
O=C(C1CCCC1)N1CCCC(c2nn(-c3ccccn3)c(=O)[nH]2)C1 (stereo not given),2%,-2%,-19%,-3,-1%,-21%,nt
O=C(O)CCn1ncc2cc(OCC3CCN(C(=O)COc4ccccc4)CC3)ccc21,-1%[87.6 µM],4%[172 µM],11%[87.6 µM],-15,4%[88.5 µM],28µM*,-3%[172 µM]
CC(=O)N1CCN(C(=O)c2nc3cccnc3n(C3CC3)c2=O)CC1,-14%[87.6 µM],-1%[172 µM],-24%[87.6 µM],-4,i,-9%[138 µM],nt
COc1cccc(CN2CCc3nc(C(=O)N4CCOCC4)oc3CC2)c1,4%[87.6 µM],?,-10%[87.6 µM],7,i,?,7%[172 µM]
C=C1[C@@H]2CC[C@@]3(C)[C@H](c4ccoc4)OC(=O)C[C@]13O[C@H]1CC(=O)C(C)(C)[C@H](CC(=O)OC)[C@]12C,-13%[23.9 µM],nt,nt,6,3%[27.3 µM],nt,nt
O=C(NCc1cccs1)c1ccc2oc(-c3ccnc(Cl)c3)nc2c1,-5%[12.5 µM],?,-4%[87.6 µM],21,-4%[88.5 µM],?,nt
Cn1ncc2c(C(=O)NCc3ccccc3)cc(-c3ccccc3F)nc21,nt,?,nt,-1,nt,?,nt
Fc1ccc(Nc2cc3c(cn2)CN(Cc2ccccc2)CCN3)cc1,?,-97%[172 µM],33%[activator][87.6 µM],-13,?,32µM*,?
O=C(NC[C@H]1OC[C@@H](NC2CCCCC2)[C@@H]1O)c1ccccc1,-1%[87.6 µM],i,10%[87.6 µM],2,i,i,-3%[172 µM]
COc1ccc(C(=O)N2CC3(Cc4ccccc4N(C(C)=O)C3)C2)cc1,-14%,-12%,33%[activator],2,5%,-8%,-5%
O=C(NC1CC1)c1cc(-c2ccc(F)cc2)c2nncn2n1,-6%[87.6 µM],-6%[172 µM],-5%[87.6 µM],3,2%[88.5 µM],?,nt
O=C(c1ccc(F)cc1F)N1CCC2(CC1)N=C(c1ccc(Br)cc1)NO2,8%,?,15%,1,2%,?,-5%
Cc1cc(C(=O)N2CCCC(c3nc(C4CCOCC4)no3)C2)nn1C (stereo not given),-1%,?,-2%,18,-5%,-10%,-9%
CN(C)c1ccc(CNC(=O)c2ccc(Cn3c(=O)c4cccn4c4cccnc43)cc2)cc1,2%,nt,16%,12,nt,nt,nt
CC1CCCN(Cc2nc3c(c(=O)n(C)c(=O)n3C)n2Cc2ccc(Cl)cc2Cl)C1 (stereo not given),9%,nt,10%,20,nt,nt,nt
CCc1ccc2oc(C(=O)Nc3nc(-c4ccccc4)ns3)c(C)c2c1,9%,nt,-7%,29,nt,nt,nt
Cc1cc(OCCCS(C)(=O)=O)cc(C)c1-c1cccc(COc2ccc(C3=CC(=O)NS3=O)cc2)c1 (stereo not given),8%,nt,nt,-16,5%,nt,nt
CCC1CN(C(=O)N2CCC(C(=O)NCc3ccco3)CC2)c2ccccc2O1 (stereo not given),11%,nt,-3%,-2,nt,nt,nt
COc1ccc(CNC(=O)c2noc(-c3ccc(C)cc3)n2)c(OC)c1,-4%,-3%,2%,-4,i,-18%,-4%
COc1ccc(N2CCN(S(=O)(=O)CCNC(=O)COc3cccc(OC)c3)CC2)cc1,-1%,nt,15%,-17,nt,nt,nt
COCC[C@]1(O)CCN(C(=O)C2CCN(C3CCCC3)CC2)C[C@H]1C,10%,i,2%,-2,i,i,-6%
COC[C@@H]1CN(c2ncccn2)C[C@H]1C(=O)NCc1c(C)n[nH]c1C,-14%,-5%,25%,0,i,-5%,-3%
CCCCn1cnc2cccnc21,-41%[87.6 µM],-10%[230 µM],-14%[87.6 µM],9,1%[88.5 µM],-6%[174 µM],-10%[230 µM]
NC1CCCN(Cc2cc(F)ccc2-n2cccn2)CC1 (stereo not given),-6%,?,7%,24,i,-25%,8%
CN(C)c1ccc(C(CNS(=O)(=O)c2ccccc2)N2CCc3ccccc32)cc1 (stereo not given),0%,nt,44%[activator],-1,nt,nt,nt
CCCn1cc(S(=O)(=O)c2ccc(C)cc2)c(=O)c2cc(F)c(N3CCCC3)cc21,15%,nt,49%[activator],11,nt,nt,nt
CN1C[C@H](NCC2CC2)CCC[C@@H](C(=O)NC2CCOCC2)CC1=O,-5%[87.6 µM],-1%[172 µM],1%[87.6 µM],-3,i,-5%[138 µM],-7%[172 µM]
CCc1noc([C@@H]2CC(F)(F)CN2C(=O)c2cnco2)n1,2%,-1%,-15%,0,1%,i,-3%
O=C(c1ccccc1-c1ccccc1)N1CCCn2cncc2C1,-1%,1%,-8%,12,1%,-12%,-5%
COc1cccc(CNC(=O)CCCn2nc(C)c3sc4ccccc4c3c2=O)c1,1%,nt,10%,5,nt,nt,nt
CSc1ccc(CNC(=O)Cn2nc(N3CCN(c4ccccc4)CC3)ccc2=O)cc1,4%,nt,-22%,3,nt,nt,nt
CC(C)Cn1cc(C(=O)N2CCN(c3cccc(Cl)c3)CC2)c2c3ccccc3n(C)c2c1=O,-19%,nt,?,9,nt,nt,nt
CN(C)C(=O)c1nc(-c2ccc(S(C)(=O)=O)cc2)c2ccccn12,1%,i,19%,-17,0%,2%,nt
Cc1cc(N2CCCCC2)nc2ccc(NC(=O)CCC(=O)N3CCN(c4ccccc4)CC3)cc12,4%,nt,44%[activator],6,nt,nt,nt
COc1ccc(S(=O)(=O)N[C@H]2[C@H](O)[C@H](O)C[C@@H]2c2ccccc2C)cc1,-8%[87.6 µM],5%[172 µM],-30%[87.6 µM],4,-8%[88.5 µM],3%[138 µM],-6%[172 µM]
Cc1ccc(F)c(OCC(=O)c2ccc3c(c2)N(CCCC(=O)NCC2CCCO2)C(=O)CO3)c1 (stereo not given),3%,?,6%,2,4%,?,-4%
COC(=O)c1cc(S(=O)(=O)N2CCN(c3cccc(C)c3)C(C)C2)c[nH]1 (stereo not given),3%,nt,-27%,18,nt,nt,nt
CCc1ccccc1NC(=O)Cn1c(-c2nonc2N)nc2ccccc21,4%,nt,19%,-7,nt,nt,nt
CCOc1ccc(CCNC(=O)CN2C(=O)COc3ccc(S(=O)(=O)N(CC)CC)cc32)cc1,-27%,nt,13%,3,nt,nt,nt
COCCCNC(=O)c1sc2nc3n(c(=O)c2c1C)CCC3,0%,nt,81%[activator],-5,nt,nt,nt
O=C(Nc1nnc(S(=O)(=O)N2CCCCCC2)s1)c1ccccc1F,12%,nt,66%[activator],20,nt,nt,nt
COCC(=O)NC1CCC12CCN(C(=O)CC1CCCC1)CC2 (stereo not given),-3%,1%,-4%,-9,i,-4%,-8%
Cc1ccc(C2Cn3cnc(C(=O)N4CCC(C(=O)NCc5cccc(Cl)c5)CC4)c3CO2)cc1 (stereo not given),-8%,-17%,-22%,-11,i,-9%,?
CC(=O)OC/C(=C/C(=O)O)CC[C@@H]1C(CO)=CC[C@@H]2C(C)(C)CCC[C@@]12C,-1%,nt,nt,8,i,nt,nt
Cc1ccc(NC(=O)C2CCCN(C(=O)c3ccccc3)CCC(=O)NCC2)cc1 (stereo not given),-2%,4%,-13%,0,i,2%,1%
C[C@@H](NC(=O)C1CCCCC1)c1c(-c2ccc(Cl)cc2)noc1C(=O)O,10%[87.6 µM],-2%[172 µM],-4%[87.6 µM],13,-19%[88.5 µM],?,8%[172 µM]
O=C(COCc1cc(-c2ccc3c(c2)OCO3)on1)NCc1ccc(F)cc1,-4%,nt,?,-1,nt,nt,nt
Oc1c(C(c2ccccc2F)N2CCCC2)sc2nc(-c3ccco3)nn12 (stereo not given),-22%,nt,53%[activator],-12,nt,nt,nt
COc1ccc(C(=O)Oc2c(Sc3ccc(C)cc3)c(C)nn2C(C)(C)C)c(OC)c1,?,nt,?,-14,nt,nt,nt
COc1ccc(NC(=O)CN2CCCc3nc(C4CC4)ncc3C2=O)cn1,-3%,-16%,8%,2,i,-18%,10%
CC(C)(CC(=O)N1CCCC1)NCC(=O)N1C[C@@H](F)C[C@H]1C#N,7%,nt,nt,-1,-24%,nt,nt
CN(C)c1cccc(Oc2cnc(Nc3cccc(O)c3)nc2)c1,-22%,nt,nt,-1,i,nt,nt
CN1CCCn2nc(C(=O)NC34CC5CC(CC(C5)C3)C4)cc2C1,8%,?,50%[activator],12,-27%,-16%,-8%
O=C(NC1CCCCCC1)c1cn2cc(-c3ccccc3)sc2n1,3%[87.6 µM],-13%[172 µM],78%[activator][87.6 µM],11,-6%[88.5 µM],-27%[138 µM],nt

# The final two records of the section before open the next one.
SMILES,HEK293 viab,HEK cytotox,SNCA expr inh,IP6K1 inh,GPT2 inhibitor,3T3 cytotox,Luciferase inh
CN1CCCn2nc(C(=O)NC34CC5CC(CC(C5)C3)C4)cc2C1,8%,?,50%[activator],12,-27%,-16%,-8%
O=C(NC1CCCCCC1)c1cn2cc(-c3ccccc3)sc2n1,3%[87.6 µM],-13%[172 µM],78%[activator][87.6 µM],11,-6%[88.5 µM],-27%[138 µM],nt
COc1ccc(NC(=O)Cn2c(=O)ccc3cc(S(=O)(=O)N4CCCC4)ccc32)cc1Cl,-5%,nt,?,14,nt,nt,nt
N#Cc1cccc(C(=O)N2CCC3(CCC3N3CCOCC3)CC2)c1 (stereo not given),14%,0%,-5%,17,?,-18%,nt
Cc1nc(N2CCCCC2)ncc1C(=O)N[C@H]1[C@H]2CCO[C@H]2[C@@H]1N(C)C,10%,i,-28%,12,0%,i,-3%
COC(=O)C1=CN(CC(=O)NCc2ccc(OC)cc2)S(=O)(=O)N=C1C,2%,-1%,-13%,1,-3%,i,0%
O=C(c1ccc2nnc(-c3cccc(OC(F)(F)F)c3)n2c1)N1CCOCC1,2%,-7%,-12%,10,-14%,-21%,nt
CCCC(=O)NCC(c1ccc2c(c1)OCO2)N1CCN(c2ccccc2)CC1 (stereo not given),5%,nt,11%,5,nt,nt,nt
CC(C)NC(=O)N1CCC(c2noc(-c3ccccc3)n2)C1 (stereo not given),-10%,-6%,1%,-1,-4%,-26%,10%
Cc1cc2cc(-c3c(C)noc3C)nc(-c3ccc([S+](C)(=O)[O-])cc3)c2o1,0%[87.6 µM],-20%[172 µM],24%[87.6 µM],-18,-10%[88.5 µM],?,1%[172 µM]

# Compound activity from PubChem.
